mIAP block: mouse IAP inhibition; 0.2% of 330,000 active; inhibition, % at 10 µM; purified mouse IAP, CDP-Star luminescence, 30 min;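 active means inhibition of at least 40% at 10 µM in the primary screen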;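 further: plate controls were DMSO with enzyme for no effect and no enzyme wells for full effect; values of inactives mirror those of a sister screen read the other way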
GRIN3A LBD mod: modulates the human NR3A ligand-binding domain; NR3A LBD differential scanning fluorimetry, Tm shift; 0% = protein alone, 100% = glycine-bound protein; Tm shift relative to glycine control, % at 25 µM; 2.5% of 340,000 active; AID 1259313;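 active means melting temperature shift of at least 10% of the positive control shift, at one fixed dose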
mIAP act: increases mouse intestinal alkaline phosphatase activity; 0.24% of 330,000 active; activation factor at 10 µM; muIAP, CDP-Star luminescence, 30 min; hits give high values; 1 = vehicle-only enzyme signal, 0 = enzyme-free wells;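 active means activation factor of at least 2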; further: the source names both 10 and 20 µM as test concentration; values of inactives mirror those of a sister screen read the other way
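also added = chemiluminescent substrate CDP-Star | test system = mouse IAP enzyme | signal = chemiluminescence readout | compound = DMSO-dissolved test compounds | incubation = 30 min at room temperature | benchmarks = DMSO wells, no-enzyme wells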
A3G deaminase: inhibitors of human APOBEC3G DNA deaminase | 0.28% of 330,000 active | inhibition, % at 20 µM | Q9HC16 | recombinant A3G, ssDNA deamination FAM/TAMRA fluorescence;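 active means inhibition of at least 40% at 20 µM, with no more than 30% in the related APOBEC3A deaminase screen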;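 further: plate controls were DMSO wells with A3G for no effect and wells lacking A3G enzyme for full effect; some compounds called inactive have numbers as strong as hits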
Target sequence (Q9HC16 whole entry, looked up): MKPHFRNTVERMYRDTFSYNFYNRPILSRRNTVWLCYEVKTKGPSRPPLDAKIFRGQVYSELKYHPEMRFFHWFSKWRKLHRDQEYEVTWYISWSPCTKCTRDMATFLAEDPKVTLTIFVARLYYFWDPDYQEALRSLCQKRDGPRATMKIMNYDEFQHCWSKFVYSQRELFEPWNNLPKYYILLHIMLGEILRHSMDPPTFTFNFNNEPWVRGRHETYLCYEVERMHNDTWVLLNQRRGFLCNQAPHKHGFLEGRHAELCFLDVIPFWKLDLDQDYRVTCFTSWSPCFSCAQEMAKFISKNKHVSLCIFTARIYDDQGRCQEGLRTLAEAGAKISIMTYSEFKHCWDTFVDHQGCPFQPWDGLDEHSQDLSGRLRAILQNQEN
beta cell repl: induces beta-cell replication in MIN6 cells | MIN6 cells proliferation, ATPlite luminescence, 48 h; cells starved in 0.2% serum; 100% = growth in 10% serum | proliferation, % at 10 µM | 0.29% of 330,000 active;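 active means compounds whose signal lies at least 3.5 SD above the mean of all wells on their plate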;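 further: 0% = DMSO-treated cells in low-serum medium and 100% = 10% serum control; some compounds called inactive have numbers as strong as hits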
MPTP block: inhibitors of mitochondrial permeability transition pore | isolated mouse mitochondria, Ca2+ swelling absorbance, 30 min | inhibition, % at 10 µM | 1.4% of 360,000 active;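 active means inhibition of 50% or more, scaled per plate between neutral and stimulator controls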;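 further: 0% = DMSO wells given calcium and 100% = 1 mM EGTA wells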
A3A deaminase: blocks human APOBEC3A ssDNA deamination; recombinant A3A, FAM/TAMRA ssDNA deamination fluorescence; inhibition, % at 20 µM; 0.41% of 330,000 active;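 active means at least 40% inhibition at 20 µM here, with at most 30% in a related deaminase screen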;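 further: plate controls were A3A with DMSO for no effect and wells lacking A3A enzyme for full effect; some results filed as inactive read as strong as hits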
Target sequence (P31941 whole entry, looked up): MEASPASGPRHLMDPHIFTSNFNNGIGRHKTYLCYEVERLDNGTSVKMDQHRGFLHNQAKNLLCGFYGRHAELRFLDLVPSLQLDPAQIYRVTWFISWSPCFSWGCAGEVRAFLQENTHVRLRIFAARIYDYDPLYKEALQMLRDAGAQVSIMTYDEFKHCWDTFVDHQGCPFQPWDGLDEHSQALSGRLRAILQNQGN
hIAP block: blocks human intestinal alkaline phosphatase. P09923. purified IAP, CDP-Star luminescence, 30 min. inhibition, % at 10 µM. 0.12% of 330,000 active;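 active means inhibition reaching a set limit with compound at 10 µM in the primary screen, cut at about 35% in these data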;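 further: plate controls were DMSO wells with enzyme for no effect and no-enzyme buffer wells for full effect; values of inactives mirror those of a sister screen read the other way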
hIAP activ: human IAP activation. 0.16% of 330,000 active. activation factor at 10 µM. P09923. purified human IAP, CDP-Star luminescence, 30 min; hits give high values; 1 = vehicle-only enzyme, 0 = enzyme-free background. AID 2524;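 active means activation factor of the enzyme at least 2-fold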; further: the source names both 10 and 20 µM as test concentration; values of inactives mirror those of a sister screen read the other way
Starred values were filed as active, the others as inactive.

SMILES	mIAP block	GRIN3A LBD mod	mIAP act	A3G deaminase	beta cell repl	MPTP block	A3A deaminase	hIAP block	hIAP activ
O=C(N/N=C/c1c[nH]c2ccccc12)c1ccn(Cc2ccc(Cl)cc2Cl)n1	-1.8	2.3	1.02	-2.8	-3.9	2.3	-2.9	5.0	0.949
COCC(=O)NC1CC(C)(C)Cc2c1cnn2-c1ccc(F)cc1 (stereo unspecified)	-8.9	-2.9	1.09	2.3	1.0	2.0	-1.4	-12.3	1.12
Cc1ccc(C)c(OCC(=O)Nn2c(C)nc3ccccc3c2=O)c1	6.0	-0.4	0.94	-8.2	-2.5	-5.2	-0.5	0.8	0.992
CCC1(CC)Cc2ccccc2C(CC(=O)N2CCOCC2)=N1	1.6	-14.8	0.984	-0.9	-1.3	0.8	5.3	8.7	0.913
Cc1ccc([N+](=O)[O-])cc1NC(=O)c1ccccc1	-4.6	0.2	1.05	4.8	-1.9	-1.1	2.5	-10.2	1.1
CCC(C)C1C(C#N)=C(N)Oc2n[nH]c(C)c21 (stereo unspecified)	-6.0	-1.2	1.06	-15.1	-0.2	0.7	-9.1	-3.8	1.04
Cc1ccc(NC(=O)NC2CC(=O)N(c3ccc4c(c3)OCCO4)C2)cc1F (stereo unspecified)	-54.0	0.6	1.54	-2.1	-1.0	0.4	-0.1	-6.9	1.07
CCOc1cc(/C=C2\C(=N)N3N=C(C)SC3=NC2=O)ccc1OCCOc1ccccc1	16.8	2.0	0.832	0.3	0.4	2.3	-4.7	-0.6	1.01
O=C(C1CCN(S(=O)(=O)c2ccccc2F)CC1)N1CCc2ccccc2C1	-3.3	0.9	1.03	-4.7	-0.6	0.2	-1.5	-8.2	1.08
COc1cccc(COc2ccc3c(C)cc(=O)oc3c2)c1	-2.5	0.5	1.02	-6.9	0.1	0.4	-4.4	13.8	0.862

In the list so far, these contain an NH in an aromatic ring:
SMILES	mIAP block	GRIN3A LBD mod	mIAP act	A3G deaminase	beta cell repl	MPTP block	A3A deaminase	hIAP block	hIAP activ
O=C(N/N=C/c1c[nH]c2ccccc12)c1ccn(Cc2ccc(Cl)cc2Cl)n1	-1.8	2.3	1.02	-2.8	-3.9	2.3	-2.9	5.0	0.949
CCC(C)C1C(C#N)=C(N)Oc2n[nH]c(C)c21 (stereo unspecified)	-6.0	-1.2	1.06	-15.1	-0.2	0.7	-9.1	-3.8	1.04

(cont.)
SMILES	mIAP block	GRIN3A LBD mod	mIAP act	A3G deaminase	beta cell repl	MPTP block	A3A deaminase	hIAP block	hIAP activ
CCOc1ccc(NC(=S)N=Nc2c(O)[nH]c3ccccc23)cc1	15.9	-1.5	0.841	-3.9	-5.8	2.4	-1.3	-40.1	1.4
CC1=C(N2CCCCC2)CCC1=O	9.2	0.3	0.908	-5.4	2.4	-0.5	1.3	19.6	0.804
COc1ccc(C2=NOC(C(=O)N(C)Cc3ccccc3)C2)cc1 (stereo unspecified)	-1.4	0.5	1.01	-5.4	1.2	1.3	-1.4	-0.6	1.01
O=C(NNC(=O)C12CC3CC(CC(C3)C1)C2)c1cccc([N+](=O)[O-])c1	6.2	1.4	0.938	-3.3	0.0	-1.7	1.0	10.3	0.897
Cc1occc(=O)c1OC(=O)Nc1ccccc1	1.4	-0.2	0.986	-10.0	-0.2	-1.0	-5.6	-18.5	1.19
O=C(c1ccc(Cl)s1)N1CCN(c2ccccc2)CC1	12.0	2.2	0.88	-0.3	-2.0	-0.9	0.6	6.6	0.934
C/C(CC(=O)N1CCN(C=O)CC1)=N\NC(=O)c1cccc([N+](=O)[O-])c1	-0.5	0.6	1	-14.8	1.3	-2.6	-2.4	-1.8	1.02
Cc1ncc(CSc2nccc(=O)[nH]2)c(CO)c1O	-7.0	-0.2	1.07	-6.5	2.7	-0.2	-2.6	-1.7	1.02
O=C(Nc1cccnc1)c1ccccc1-c1ccccc1	5.3	-0.4	0.947	-0.5	-3.4	0.4	2.5	0.1	0.999
COc1ccc(OC)c(S(=O)(=O)NCC(c2ccco2)N2CCc3ccccc32)c1 (stereo unspecified)	-2.3	-1.0	1.02	-8.2	1.5	1.1	-3.0	-20.3	1.2
Cc1noc(C)c1CSc1ncnc2sc(C)c(C)c12	0.3	0.8	0.997	-4.7	2.5	-2.9	-3.4	3.8	0.962
CN(Cc1c(F)cccc1Cl)C(=O)c1cccc(S(=O)(=O)NCc2ccccc2)c1	-2.8	2.6	1.03	-7.8	3.8	-1.1	-4.0	3.2	0.968
O=C(c1ccc(-c2ccccc2)cc1)C1CCCN(C(=O)c2cncs2)C1 (stereo unspecified)	8.3	-1.9	0.917	-7.1	-1.6	-1.8	-4.1	2.4	0.976
Cc1ccc(NC(=O)CCc2ccc(S(=O)(=O)N3CCOCC3)cc2)c(Cl)c1	-14.0	0.5	1.14	-7.6	-1.5	0.1	-2.1	-8.1	1.08
CC(C)c1ccc(-c2nnc(SCC(=O)NC3CC3)n2C)cc1	-11.4	-1.6	1.11	6.9	-1.5	-2.4	1.7	25.2	0.748
COc1ccc(-c2cc(-c3cccs3)c(C#N)c(SCC(=O)NCc3ccco3)n2)cc1	-3.9	-1.4	1.04	-5.5	-3.4	5.4	-1.2	-6.1	1.06
N#Cc1c(SCc2ccc(Cl)cc2)sc(C(=O)c2ccccc2)c1N	14.1	-7.7	0.859	-6.5	-3.8	-0.6	-5.9	-27.2	1.27
O=C(C1CCN(S(=O)(=O)c2ccc(Cl)c(C(F)(F)F)c2)CC1)N1CCC1	3.5	3.9	0.965	-8.6	-0.1	2.4	-7.0	-7.9	1.08
C1CN(CC2CCN(c3nc4nonc4nc3N3CCSCC3)CC2)CCO1	-7.6	2.6	1.08	0.4	-0.3	-0.3	5.0	1.3	0.987
O=S(=O)(Nc1ccccc1)c1ccc(-c2csnn2)cc1	-1.1	-2.5	1.01	-8.9	-5.0	5.1	-0.2	1.3	0.987
CCN(C(=O)COC(=O)CCc1c[nH]c2ccccc12)c1c(N)n(Cc2ccccc2)c(=O)[nH]c1=O	11.4	1.7	0.886	-7.2	1.6	-1.4	-6.3	5.8	0.942
CCC12CN(C(=O)c3ccc([N+](=O)[O-])cc3)CC(CC)(CN(C(=O)c3ccc([N+](=O)[O-])cc3)C1)C2=O	0.2	-1.4	0.998	-5.9	-1.5	-0.9	-4.4	-12.2	1.12
O=C(Nc1ccccc1)Nc1nncs1	13.7	-0.4	0.863	-5.5	-0.6	-1.1	-4.9	7.0	0.93
CCOC(=O)c1ccc(S(=O)(=O)N2CCN(Cc3cc4c(cc3O)OCO4)CC2)cc1	3.5	0.4	0.965	-6.5	1.5	2.7	-2.8	-12.1	1.12
C=C(c1ccccc1)c1ccccc1N	-5.2	2.7	1.05	-8.7	-2.6	-1.3	-4.0	8.9	0.911
COc1ccccc1CCC(=O)Nc1ccc(OC)c(S(=O)(=O)N2CCCCC2)c1	-16.6	-2.4	1.17	-4.4	-0.1	1.2	8.0	5.0	0.95
CCCCn1c(N)c(N(CCOC)C(=O)CCNC(=O)c2ccc(Br)cc2)c(=O)[nH]c1=O	1.4	0.8	0.986	-5.6	-1.2	-1.5	9.9	-4.3	1.04
COc1ccc2nc(NC(=O)c3ccccc3F)sc2c1	5.7	-17.7	0.943	-4.8	-4.5	0.8	-2.9	0.1	0.999
COc1ccc(OC)c(-c2cc(C(=O)N/N=C/c3ccc(F)cc3)c3ccccc3n2)c1	13.6	0.9	0.864	3.6	-1.3	2.4	2.6	-14.2	1.14
Cn1cnnc1SCC(=O)Nc1ccc(Oc2ccccc2)cc1	-4.7	1.8	1.05	25.5	-2.7	0.4	0.6	1.1	0.989
CCN(CC)CCCNC(=O)Cn1cnc2sc(C)c(S(=O)(=O)N3CCN(c4ncccn4)CC3)c2c1=O	1.8	-1.3	0.982	-4.2	-0.8	-0.1	-1.6	14.4	0.856
O=C(CNC(=O)c1ccccc1)NCc1nc2ccccc2[nH]1	-4.0	-0.6	1.04	-8.4	4.6	-0.7	1.2	-7.3	1.07
O=C(Nc1c(F)cccc1F)c1ccc(-n2cncn2)nc1	-5.5	-0.4	1.05	-5.9	-2.3	-1.7	-5.5	8.1	0.919
COc1ccc(-c2nc(CS(=O)(=O)CC(=O)NCc3ccccc3OC)c(C)o2)cc1	0.9	0.1	0.991	-4.8	-4.8	0.0	-3.2	-22.2	1.22
COc1ccc([C@@H]2[C@@H]3C(=O)N(C(C)(C)C)C(=O)[C@@H]3[C@]3(C)C(=O)N(c4ccc(C(F)(F)F)cc4)C(=O)N23)cc1	0.2	-3.2	0.997	-5.5	-4.2	2.2	-3.4	13.6	0.864
Cc1cnc(NC(=O)CC(C)c2ccccc2)s1 (stereo unspecified)	1.9	-2.2	0.981	-3.7	-1.6	0.9	-1.0	-1.5	1.01
CCC(C)(C)NC(=O)C(c1ccccc1)N(C(=O)c1csnn1)C1CC1 (stereo unspecified)	-12.0	1.1	1.12	-3.3	-0.4	-1.7	-2.6	11.4	0.886
Cc1ccc(NC(NC(=O)c2cccs2)C(Cl)(Cl)Cl)cc1 (stereo unspecified)	-3.2	-1.8	1.03	-1.4	-4.1	7.6	1.3	-3.3	1.03
CCC(=O)Nc1ccc(NC(=S)NC(=O)/C=C/c2ccco2)cc1	13.7	-2.6	0.863	-2.5	-4.4	0.4	-1.9	5.4	0.946
Nc1c(C(=O)Nc2nccs2)sc2nc(-c3cccs3)cc(C(F)(F)F)c12	7.6	1.0	0.924	-4.3	-2.7	-2.3	-9.4	-17.6	1.18
CCOc1cc(C(=S)N2CCCC2)ccc1OC(=O)Cc1ccc(F)cc1	0.7	1.5	0.993	-3.6	-1.3	-0.8	-0.9	4.5	0.955
COc1ccc(S(=O)(=O)N2CCCCC2)cc1NC(=O)c1ccc(CS(C)(=O)=O)cc1	-3.6	0.2	1.04	-4.1	2.3	-0.9	0.0	-14.7	1.15
Cc1ccc(C(=O)Nc2ccc(OCc3ccccc3)cc2)s1	-0.5	14.8*	1	-2.7	-1.3	1.4	26.2	9.9	0.901
CCCCSc1nnc(-c2ccc(NC(=O)CC)cc2)n1C	0.1	-0.9	0.999	-9.2	-0.5	2.7	-2.5	29.5	0.705

Structures listed so far that contain an aryl thioether with sulfur outside any ring (7):
SMILES	mIAP block	GRIN3A LBD mod	mIAP act	A3G deaminase	beta cell repl	MPTP block	A3A deaminase	hIAP block	hIAP activ
Cc1ncc(CSc2nccc(=O)[nH]2)c(CO)c1O	-7.0	-0.2	1.07	-6.5	2.7	-0.2	-2.6	-1.7	1.02
Cc1noc(C)c1CSc1ncnc2sc(C)c(C)c12	0.3	0.8	0.997	-4.7	2.5	-2.9	-3.4	3.8	0.962
CC(C)c1ccc(-c2nnc(SCC(=O)NC3CC3)n2C)cc1	-11.4	-1.6	1.11	6.9	-1.5	-2.4	1.7	25.2	0.748
COc1ccc(-c2cc(-c3cccs3)c(C#N)c(SCC(=O)NCc3ccco3)n2)cc1	-3.9	-1.4	1.04	-5.5	-3.4	5.4	-1.2	-6.1	1.06
N#Cc1c(SCc2ccc(Cl)cc2)sc(C(=O)c2ccccc2)c1N	14.1	-7.7	0.859	-6.5	-3.8	-0.6	-5.9	-27.2	1.27
Cn1cnnc1SCC(=O)Nc1ccc(Oc2ccccc2)cc1	-4.7	1.8	1.05	25.5	-2.7	0.4	0.6	1.1	0.989
CCCCSc1nnc(-c2ccc(NC(=O)CC)cc2)n1C	0.1	-0.9	0.999	-9.2	-0.5	2.7	-2.5	29.5	0.705

Source: PubChem
